Screens as filed in PubChem.
CHRM4 PAM: human M4 muscarinic receptor positive allosteric modulators, primary screen, CHO-K1 cells, Fluo-8 calcium fluorescence. CHO-K1 hM4/Gqi5, ACh EC20; 0% = ACh EC20, 100% = maximal ACh. activation, % at 3 µM. 0.4% of 360,000 active. AID 624126, 2012;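 active = activation above its plate's cutoff, the mean activation of sample wells plus 3 SD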; note: some results filed as inactive read as strong as hits
Target sequence (P08173 whole entry, looked up): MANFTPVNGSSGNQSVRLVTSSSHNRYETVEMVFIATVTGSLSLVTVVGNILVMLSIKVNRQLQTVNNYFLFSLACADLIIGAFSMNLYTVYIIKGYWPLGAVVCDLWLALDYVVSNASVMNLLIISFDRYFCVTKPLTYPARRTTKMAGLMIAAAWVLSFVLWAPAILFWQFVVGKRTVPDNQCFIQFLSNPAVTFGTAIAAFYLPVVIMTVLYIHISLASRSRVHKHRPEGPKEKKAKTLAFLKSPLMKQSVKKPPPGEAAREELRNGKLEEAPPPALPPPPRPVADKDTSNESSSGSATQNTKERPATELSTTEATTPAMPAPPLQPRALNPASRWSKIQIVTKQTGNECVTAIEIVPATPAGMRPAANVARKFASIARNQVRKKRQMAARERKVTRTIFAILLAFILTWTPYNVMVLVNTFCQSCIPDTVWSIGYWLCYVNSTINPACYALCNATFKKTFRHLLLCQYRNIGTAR
M1 PAM parental: nonselective calcium activators in parental CHO-K1 cells, primary screen, counter-screen for M1 PAM project, cell-based, Fluo-8 calcium fluorescence, full deck, 1536-well | ATP EC20; 0% at ATP EC20, 100% at ATP max | activation, % at 3 µM | 0.02% of 360,000 active | AID 602247, 2012;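 active = activation above the run cutoff, the mean activation of all test compounds plus 3 SD, cut at about 40% in these data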;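 note: peak over basal fluorescence ratio in a 140 s read after ATP addition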
CHRM4 antagonist: human M4 muscarinic receptor antagonists, primary screen, CHO cells, Fluo-8 calcium fluorescence; inhibition, % at 3 µM; 0.73% of 360,000 active; AID 624125, 2012; CHO-hM4 cells, ACh EC80;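 active = inhibition above its plate's cutoff, the mean inhibition of sample wells plus 3 SD, cut at about 27% in these data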;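 note: 0% = acetylcholine EC80 with DMSO and 100% = DMSO without agonist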
CHO-K1 Ca antag: counter-screen for M1 antagonists: effect in parental CHO-K1 cells; ATP-induced calcium, Fluo-8 fluorescence; inhibition, % at 3 µM; 0.6% of 360,000 active;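 active = inhibition above a per-plate cutoff, the plate's mean sample inhibition plus 3 SD, cut at about 24% in these data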;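 note: 0% = DMSO plus EC80 ATP and 100% = DMSO alone without ATP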
CHRM5 agonist: human M5 muscarinic receptor agonists, primary screen, CHO-K1 cells, Fluo-8 calcium fluorescence. Muscarinic acetylcholine receptor M5 (Homo sapiens), P08912. CHO-K1 hM5 cells; 0% DMSO wells, 100% maximal acetylcholine response. activation, % at 3 µM. 0.19% of 360,000 active. AID 624037, 2012;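 active = activation above the run's mean over test compounds plus 3 SD, cut at about 23% in these data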;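 note: signal is peak over basal fluorescence ratio across the kinetic read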
Target sequence (P08912 whole entry, looked up): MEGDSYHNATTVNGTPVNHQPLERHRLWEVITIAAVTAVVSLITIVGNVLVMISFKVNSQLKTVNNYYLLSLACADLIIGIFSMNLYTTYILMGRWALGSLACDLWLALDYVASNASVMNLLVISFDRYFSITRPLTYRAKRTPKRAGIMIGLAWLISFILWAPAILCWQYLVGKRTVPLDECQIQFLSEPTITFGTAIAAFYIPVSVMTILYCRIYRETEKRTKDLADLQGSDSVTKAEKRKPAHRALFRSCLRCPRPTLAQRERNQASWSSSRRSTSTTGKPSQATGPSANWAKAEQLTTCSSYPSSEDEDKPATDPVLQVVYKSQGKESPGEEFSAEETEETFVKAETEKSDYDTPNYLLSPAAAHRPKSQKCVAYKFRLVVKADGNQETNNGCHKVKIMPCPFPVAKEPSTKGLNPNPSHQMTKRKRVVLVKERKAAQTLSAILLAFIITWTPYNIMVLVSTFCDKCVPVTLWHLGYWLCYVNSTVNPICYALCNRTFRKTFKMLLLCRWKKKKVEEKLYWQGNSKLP
CHO-K1 Ca ag: counter-screen for M1 agonists: effect in parental CHO-K1 cells. 0.48% of 360,000 active. Fluo-8 calcium fluorescence; scaled to maximal ATP response, vehicle zero. activation, % at 3 µM; in the data active = activation above about 15%;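 note: untransfected CHO-K1 host cells lacking M1 receptor as counterscreen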
M5 PAM: human M5 muscarinic receptor positive allosteric modulators, primary screen, CHO-K1 cells, Fluo-8 calcium fluorescence; CHO-K1 hM5, ACh EC20 PAM; 0% = ACh EC20, 100% = ACh EC100; Muscarinic acetylcholine receptor M5 (Homo sapiens), P08912; activation, % at 3 µM; 0.3% of 360,000 active;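 active = activation above the run cutoff, the mean activation of all test compounds plus 3 SD, cut at about 18% in these data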
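System: CHO-K1 cell line with stable human muscarinic M5 receptor expression | Also added: EC20 acetylcholine as agonist stimulus | Compound: One concentration, 3 µM final (nominal) | Timing: Fluo-8 loading 80 min at 37 °C plus 30 min room temperature | Measured by: Fluo-8 calcium dye fluorescence, kinetic read | Read-out basis: % activation, ACh-normalized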
CHRM5 antagonist: human M5 muscarinic receptor antagonists, primary screen, CHO cells, Fluo-8 calcium fluorescence; CHO-hM5 cells, ACh EC80; inhibition, % at 3 µM; 0.59% of 360,000 active;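 active = inhibition above a per-plate cutoff, the mean of that plate's test compounds plus 3 SD, cut at about 27% in these data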;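 note: 0% = acetylcholine EC80 with DMSO and 100% = DMSO without agonist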
M4 ag: human M4 muscarinic receptor agonists, primary screen, CHO-K1 cells, Fluo-8 calcium fluorescence; Muscarinic acetylcholine receptor M4 (Homo sapiens), P08173; CHO-K1 hM4/Gqi5; vehicle 0%, full acetylcholine response 100%; activation, % at 3 µM; 0.14% of 360,000 active;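 active = activation above the run mean over all test wells plus 3 SD, cut at about 32% in these data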;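 note: peak over basal fluorescence ratio per well then scaled between controls; 0% = DMSO wells and 100% = acetylcholine at EC100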
The depositor's hits bear a star.

SMILES	CHRM4 PAM	M1 PAM parental	CHRM4 antagonist	CHO-K1 Ca antag	CHRM5 agonist	CHO-K1 Ca ag	M5 PAM	CHRM5 antagonist	M4 ag
CCCNC(=O)CCNC(=O)c1ccc(C(C)(C)C)cc1	1	16	2	-8	1	1.2	8	-8	0
Cn1c(=O)c(=O)n(C)c2cc(S(=O)(=O)NCCOc3ccccc3)ccc21	-5	-6	-11	-9	-4	2.9	-9	12	12
CC(C)(C)NC(=O)CN(CCc1ccccc1)C(=O)c1csnn1	11	-14	6	2	-1	0.0	-5	5	0
COc1ccc(-c2nc3c(C)cc(Br)cn3c2CC(C)(C)C)cc1OC	2	2	-8	-12	1	-0.3	1	7	-2
CC1CCN(CC(O)COCCC23CC4CC(CC(C4)C2)C3)CC1 (configuration not stated)	-12	14	2	-22	3	9.6	6	-6	12
O=C(CCc1ccccc1)NCCc1ccc(F)cc1	-1	-7	3	5	-4	-0.5	10	-2	0
Cn1c(=O)cc(Cl)[nH]c1=O	4	18	0	-5	-2	0.6	-7	-2	2
CCC(C)[C@@H](C(=O)N1CCNCC1)n1cc(CCCCN)nn1 (some centres not stated)	3	2	-1	-2	1	-0.3	-3	1	1
O=S(=O)(Nc1nc(-c2ccco2)c(-c2ccco2)s1)c1ccc(F)cc1F	2	16	-10	-5	0	1.1	2	7	0
COC(=O)c1cc(S(=O)(=O)NCC2CCN(CCc3cccs3)CC2)c[nH]1	-3	17	-2	-9	-8	1.1	1	-4	1
CC#CCN(CC#CC)S(=O)(=O)c1ccc(-n2cnnn2)c(OC)c1	-2	6	-2	-9	-1	0.7	1	-1	1
CCOC(=O)c1nnn2c1nc(N1CCN(C)CC1)c1ccccc12	3	17	-6	-5	4	0.4	11	-2	-1
COc1ccc(C(=O)N2CCN(c3ncnc4c(-c5ccccc5)nsc34)CC2)cc1	3	10	-8	-1	-1	0.2	3	1	1
CC(=O)c1ccc(S(=O)(=O)N2CCCC(N(C)CCc3ccccc3)C2)cc1 (configuration not stated)	-9	1	-10	-12	-8	1.9	-5	5	5
O=C(O)c1ccccc1SCc1cn2ccccc2n1	11	-8	0	10	1	0.1	0	-2	1
Fc1ccccc1CN1CCCN(C(=S)Nc2cccc(Cl)c2)C1	-17	-9	11	19	3	8.1	-27	29*	23
COc1ccc(OC)c(C2C=C(c3ccc(C)c(C)c3)Nc3nnnn32)c1 (configuration not stated)	10	-9	-8	5	1	-0.2	6	-1	0
CN(C(=S)NC(=O)C1CCCC1)c1ccccc1	4	-8	-4	6	1	0.1	5	-8	1
CCOc1ccc(C(O)(c2ccccc2)C(CN2CCCC2)c2ccccc2)cc1 (configuration not stated)	-3	12	6	4	-5	1.7	-3	12	1
O=C(c1cc2ccccc2oc1=O)N1CCN(c2ncccn2)CC1	12	11	-4	-11	-5	0.8	-2	0	2
COc1cccc(-n2c(=S)sc3c(=O)n(-c4ccccc4OC)c(=S)[nH]c32)c1	-1	9	2	-18	-3	0.2	-5	8	2
CCCn1c(NCc2ccccc2NS(=O)(=O)c2ccc(C)cc2)nc2ccccc21	1	16	0	-5	4	0.9	6	-14	0
CCc1nnc(NS(=O)(=O)c2ccc(N3C(=O)c4ccc(C(=O)O)cc4C3=O)cc2)s1	4	7	-3	-1	-1	0.0	-3	-2	1
CC1=CCC2C(=O)N(c3ccc(OC(=O)c4ccco4)cc3)C(=O)C2C1 (configuration not stated)	7	8	2	-14	2	0.2	5	1	1
CCOC(=O)c1c(Cc2ccc(Cl)cc2)c[nH]c1C	-6	-10	1	14	-7	-0.1	-6	10	-1

More compounds.
SMILES	CHRM4 PAM	M1 PAM parental	CHRM4 antagonist	CHO-K1 Ca antag	CHRM5 agonist	CHO-K1 Ca ag	M5 PAM	CHRM5 antagonist	M4 ag
C=C(C)[C@@H]1CC=C(CN2CCC(N3CCC(C(=O)N4CCCC4)CC3)CC2)CC1	-18	-6	3	-1	-15	2.0	-10	10	5
O=C(NN1C(=O)C2C(C1=O)C1C=CC2C12CC2)c1ccc(Cl)cc1 (configuration not stated)	0	9	-6	-8	6	0.4	11	-7	1
COc1ccccc1C(=O)Nc1nc2ccc(S(C)(=O)=O)cc2s1	8	14	0	-8	-1	2.2	-8	7	3
COc1ccc(C2Nc3ccccc3C(=O)N2c2ccc(Cl)cc2)cc1Cn1cc([N+](=O)[O-])cn1 (configuration not stated)	-7	11	7	-9	-5	0.9	-12	5	2
Cc1ccccc1NC(=S)NCC(c1cccnc1)N1CCOCC1 (configuration not stated)	-3	8	2	14	-2	0.2	0	3	0
CC(=O)c1ccc(OC2(C)CCN(Cc3ccc(OC(F)(F)F)cc3)C2)cc1 (configuration not stated)	-5	7	-8	-6	-1	0.8	-7	6	2
COCc1ccc(C(=O)NC(C)c2cnn(-c3ccccc3C)c2C)o1 (configuration not stated)	-3	11	0	-18	1	2.3	1	7	2
CC1(C(=O)Nc2cccc(OC(F)(F)F)c2)Cc2c(-c3cccc(C(F)(F)F)c3)ccnc2O1 (configuration not stated)	8	12	-15	-1	0	0.8	-3	1	2
COCCN(CC(=O)Nc1ccccc1C(F)(F)F)C(=O)/C=C/c1ccc2ccccc2n1	-12	-5	7	-3	4	2.1	-9	7	9
Cc1ccc(-n2cnc(=O)c3cccnc32)cc1	10	10	-9	6	-1	0.1	3	-3	1
Cc1ccc(N2C(N)=C(C#N)C(c3cccnc3)C3=C2CCCC3=O)cc1 (configuration not stated)	2	12	-2	-6	0	-0.2	6	-1	0
CCOC(=O)c1c(C)nn(-c2ccc(NC(=O)c3c(C)noc3C)cc2)c1C	-2	6	-7	-12	-2	5.9	-6	7	6
COCC(=O)Nc1ccc2c(c1)OCC(=O)N2Cc1ccc(C)cc1	-1	13	-2	1	4	2.1	2	13	1
CCCCn1c(N)c(N(CCOC)C(=O)COC(=O)CCOc2ccc(C)cc2)c(=O)[nH]c1=O	7	13	1	-15	0	0.1	5	-1	0
O=C(c1ccc(NS(=O)(=O)c2ccc3[nH]c(=O)[nH]c3c2)cc1)N1CCCCC1	8	-7	-8	1	1	0.8	6	2	0
CCCCN(C)C(=O)c1cc2c(s1)-c1ccccc1S(=O)(=O)C2	9	7	2	-12	3	1.1	9	-2	2
Cc1cc2cc(CCNC(=O)CCc3ccccc3)c(=O)[nH]c2cc1C	-4	-4	-5	3	0	0.1	-6	1	3
CCCCN(C(=O)CSc1nnnn1-c1ccccc1OC)C1CCS(=O)(=O)C1 (configuration not stated)	7	13	-3	-15	-5	0.2	2	0	0
C[C@H](CO)N1C[C@H](C)[C@H](CN(C)C(=O)c2ccccc2)Oc2cc(Br)ccc2S1(=O)=O	9	10	-6	-8	2	0.1	-4	4	2
CC1CCN(S(=O)(=O)c2cc(C(=O)NC3(C)CCS(=O)(=O)C3)ccc2Br)CC1 (configuration not stated)	3	15	3	-14	0	0.7	5	5	4
CCCN(CC(=O)Nc1ccc(OC)c(OC)c1)CC(=O)Nc1ccc(F)c(F)c1F	-5	0	-5	1	1	1.7	7	-1	4
COCCCN(Cc1cc(OC)c(OC)c(OC)c1)C(=S)Nc1cccc(Cl)c1	1	21	-14	-11	1	2.5	-4	2	6
O=C(CCn1c(=S)oc2ccccc21)Nc1cc([N+](=O)[O-])ccc1F	3	-1	7	-12	0	1.2	-2	5	0
O=C(Nc1cccc(S(=O)(=O)NC2=NCCC2)c1)c1ccccc1F	3	1	3	-4	2	0.7	-3	12	2
CC(=O)N1CCc2cc(S(=O)(=O)Nc3ccccc3N3CCN(C)CC3)ccc21	-1	18	-3	-10	-6	0.6	-9	7	1

Following part
SMILES	CHRM4 PAM	M1 PAM parental	CHRM4 antagonist	CHO-K1 Ca antag	CHRM5 agonist	CHO-K1 Ca ag	M5 PAM	CHRM5 antagonist	M4 ag
O=C(NCc1cccnc1)C(=O)NCC1OCCCN1S(=O)(=O)c1ccc(Cl)cc1 (configuration not stated)	0	23	8	-9	-3	0.0	-5	8	0
CC1CCCCN1CCNC(=O)c1ccc2c(c1)N(Cc1ccccc1)C(=O)c1ccccc1S2(=O)=O (configuration not stated)	-7	-6	1	-10	-10	1.9	-2	2	6
COCC(N)(c1ccccc1)c1nc2ccccc2n1C (configuration not stated)	-2	-8	2	15	-4	-0.1	-6	4	0
Cc1ccc(NC(=O)C2CC(=O)N(C(C)C)C2)cc1C (configuration not stated)	7	12	-5	2	-5	1.3	4	1	1
COc1cc(OC)c(N2CC34C=CC(O3)C(C(=O)O)C4C2=O)cc1Cl (configuration not stated)	-4	21	9	-7	-2	0.6	-1	1	0
Cc1ccc(C)c(NC(=O)CSc2nncn2C)c1	7	-7	-11	10	-6	-0.1	1	9	0
CCCNC(=O)C1(CC2CC(c3ccccc3)=NO2)CCN(C(=O)c2ccccc2)CC1 (configuration not stated)	5	21	3	-11	0	0.1	7	2	2
O=C(COc1ccc(C(=S)N2CCCC2)cc1)Nc1ccccc1C(F)(F)F	-4	-31	-4	16	-6	0.2	1	4	2
CC(C)(CN1CCCCC1)NS(=O)(=O)c1ccc(Cl)cc1	-2	19	-1	-4	-10	1.0	-7	-5	3
CC1(Cc2cccc(C#N)c2)C(=O)Nc2c(Cl)cccc21 (configuration not stated)	4	25	-7	-21	-1	1.6	0	3	2
CCOC(=O)c1[nH]c(C)c(C(=O)NC)c1C	4	12	-4	-4	1	0.6	0	2	0
CN(Cc1nc(-c2ccc3c(c2)OCO3)no1)CC1(N2CCOCC2)CCCCC1	9	-3	-13	-18	-1	1.2	9	4	2
CCn1cc(C2=NC(c3ccccc3)CO2)c2ccccc21 (configuration not stated)	3	11	-10	4	0	0.6	-7	4	2
Cc1ccc(S(=O)(=O)N(C)C[C@@H]2OCc3ccccc3-c3c(n(C)c4ccccc34)C(=O)N([C@H](C)CO)C[C@@H]2C)cc1	15	15	-27	-15	1	1.5	7	-16	1
CC(C)[C@H](NS(=O)(=O)c1cccc(Cl)c1)C(=O)OCC(=O)NC(=O)CN1CCCC1=O	0	5	5	12	5	-0.3	-10	16	0
CN(CC(=O)Nc1ccccc1Cl)CC(=O)Nc1c(F)cccc1F	-2	-3	6	-7	0	0.2	-3	4	2

Single values from the results shown:
Entry for `Cc1ccc(NC(=O)C2CC(=O)N(C(C)C)C2)cc1C` (configuration not stated) under CHRM4 PAM: 7
Entry for `CCn1cc(C2=NC(c3ccccc3)CO2)c2ccccc21` (configuration not stated) under CHRM4 PAM: 3
Entry for `CC(C)[C@H](NS(=O)(=O)c1cccc(Cl)c1)C(=O)OCC(=O)NC(=O)CN1CCCC1=O` under CHRM5 antagonist: 16
Entry for `O=C(COc1ccc(C(=S)N2CCCC2)cc1)Nc1ccccc1C(F)(F)F` under CHRM5 antagonist: 4
Entry for `CC1(Cc2cccc(C#N)c2)C(=O)Nc2c(Cl)cccc21` (configuration not stated) under M4 ag: 2

Fetched by structure from the entries so far (two):
SMILES	CHRM4 PAM	M1 PAM parental	CHRM4 antagonist	CHO-K1 Ca antag	CHRM5 agonist	CHO-K1 Ca ag	M5 PAM	CHRM5 antagonist	M4 ag
CC1(Cc2cccc(C#N)c2)C(=O)Nc2c(Cl)cccc21 (configuration not stated)	4	25	-7	-21	-1	1.6	0	3	2
Cc1ccc(NC(=O)C2CC(=O)N(C(C)C)C2)cc1C (configuration not stated)	7	12	-5	2	-5	1.3	4	1	1
